Lipid storage S3 – qHTS Assay for Lipid Storage Modulators in Drosophila S3 Cells; Drosophila S3 cells, BODIPY lipid droplet fluorescence, 18-24 h; cells fed with added oleic acid; Potency in µM for hits, for the others lipid storage change, negative = inhibition, % at the top dose, mostly 46.1 µM; actives 0.64% (n = 320,000); AID 2685; active = well fitted inhibition curve with a large enough effect in the signal ratio, with a control signal flat, not every such curve was filed as active; inconclusive = small, poorly fitted or top-dose-only effect, or effect the other way, or a change in a side signal; the % refers to the signal ratio
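Laser-scanning cytometry quantifies lipid droplet accumulation (500–530 nm total intensity; droplet/cell object ratio) in oleic acid-fed (400 uM added) Drosophila S3 cells treated with a concentration series. 20 uM Triacsin C defined 100% inhibition.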
Lipid storage S3 cell count max – also measured in Lipid storage S3; calls as there; cell number change, %; measured here: cell count max response;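 cells counted by Cell Tracker Red CMTPX staining in the red channel; peak over a dose series mostly up to 46.1 µM; percent activity relative to internal control wells on each plate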
An asterisk follows results filed as active; [ ] = another dose, or the depositor's remark. % is set by controls: 0 for no effect and ±100 for the full control effect; potency is the fitted concentration of half-maximal effect. Some of the compounds tested (hit frequency here may not be typical).

Cc1[nH]nc2c1C(c1ccsc1)C(C#N)=C(N)O2 (stereo not given) was read as Lipid storage S3 inconclusive.
Screening COCCNC(=O)c1c(N)n(-c2cccc(C)c2)c2nc3ccccc3nc12 returned Lipid storage S3 inconclusive.
For COc1cccc(OCc2cc(C(=O)N(C)Cc3nc(C)cs3)no2)c1 the results were Lipid storage S3 inconclusive.
Screening O=C(CCCC1=NS(=O)(=O)c2ccccc2N1)N1CCN(c2ccc(Cl)cc2)CC1 returned Lipid storage S3 18.6% and Lipid storage S3 cell count max -3.2.
For NNC(=O)C(Cc1cnc[nH]1)NC(=O)OCc1ccccc1 (stereo not given) the results were Lipid storage S3 inconclusive.
COC(=O)c1cccc(NC(=O)CSc2nc(=O)cc(N)n2-c2ccccc2)c1 was read as Lipid storage S3 inconclusive.
Screening O=C1CCSc2ccc(Cl)cc2N1Cc1ccc(Cl)cc1 returned Lipid storage S3 11.9% and Lipid storage S3 cell count max -0.9.
For O=C(Cn1ncc2c1-c1ccccc1OC2)N1CCN(Cc2ccc3c(c2)OCO3)CC1 the results were Lipid storage S3 inconclusive.
For CCCN1CCN(C(c2cc3cc(OCC)ccc3[nH]c2=O)c2nnnn2C2CCCCC2)CC1 (stereo not given) the results were Lipid storage S3 inconclusive.
For CC(C)(C)NC(=O)NC(=O)COC(=O)CCC1CCCCC1 the results were Lipid storage S3 inactive and Lipid storage S3 cell count max -41.5.
Screening CSc1nsc(SCC(=O)Nc2cccc(C(=O)O)c2)n1 returned Lipid storage S3 inconclusive.
`O=C(N/N=C/c1ccc([N+](=O)[O-])cc1)c1[nH]ncc1Br` gave Lipid storage S3 inconclusive.

Of the compounds above, these have a carbonyl joined to an NH by a bond outside any ring.
Screening COCCNC(=O)c1c(N)n(-c2cccc(C)c2)c2nc3ccccc3nc12 returned Lipid storage S3 inconclusive.
For NNC(=O)C(Cc1cnc[nH]1)NC(=O)OCc1ccccc1 (stereo not given) the results were Lipid storage S3 inconclusive.
COC(=O)c1cccc(NC(=O)CSc2nc(=O)cc(N)n2-c2ccccc2)c1 was read as Lipid storage S3 inconclusive.
For CC(C)(C)NC(=O)NC(=O)COC(=O)CCC1CCCCC1 the results were Lipid storage S3 inactive and Lipid storage S3 cell count max -41.5.
Screening CSc1nsc(SCC(=O)Nc2cccc(C(=O)O)c2)n1 returned Lipid storage S3 inconclusive.
`O=C(N/N=C/c1ccc([N+](=O)[O-])cc1)c1[nH]ncc1Br` gave Lipid storage S3 inconclusive.

(listing goes on)
For O=Cc1ccccc1OCc1ccc2c(c1)OCO2 the results were Lipid storage S3 inconclusive.
Screening COC(=O)c1cnc(Oc2ccc(NC(=O)NC(=O)c3ccccc3Cl)cc2)cc1C(F)(F)F returned Lipid storage S3 3.0% and Lipid storage S3 cell count max 14.9.
`O=C(c1cnn(-c2cccc(F)c2)c1)c1ccccc1O` gave Lipid storage S3 inconclusive.
Nc1ncc(Br)cc1S(=O)(=O)NCCC(=O)NC1CCCCC1 was read as Lipid storage S3 inconclusive.
`CN1C(=O)c2ccccc2C(C(=O)O)C1c1cccc([N+](=O)[O-])c1` (stereo not given) gave Lipid storage S3 6.7%.
For CC1CCCCC12NC(=O)N(CC(=O)N1CCN(c3ncccn3)CC1)C2=O (stereo not given) the results were Lipid storage S3 inconclusive.
For O=C(OCC(=O)N1CCCCCC1)c1ccc(F)cc1F the results were Lipid storage S3 inconclusive.
For Cc1ccc(S(=O)(=O)N2CCCC(C(=O)NCc3ccco3)C2)cc1Cl (stereo not given) the results were Lipid storage S3 0.6% and Lipid storage S3 cell count max -7.1.
For O=C(N/N=C/c1c(F)cccc1Cl)c1cc(C2CC2)[nH]n1 the results were Lipid storage S3 inconclusive.
N#C/C(C(=O)NCCc1ccccc1)=C1/N=C(NC(=O)c2cccs2)c2ccccc21 was read as Lipid storage S3 inconclusive.
O=C(NC(Cc1ccccc1)C(=O)O)/C(=C/c1ccco1)NC(=O)c1cccc(Br)c1 (stereo not given) was read as Lipid storage S3 -22.0% and Lipid storage S3 cell count max -18.0.
For COc1cccc(/C=N/NC(=O)CCCC(=O)NC2CCCCC2)c1 the results were Lipid storage S3 6.5% and Lipid storage S3 cell count max -2.8.
Screening O=C(NC1CCCCC1)C1CC(=O)N(c2ccccc2)C1 (stereo not given) returned Lipid storage S3 inconclusive.
`CCOC(=O)N1CCN(C(=O)c2ccc(-n3c(=S)[nH]c4ccccc4c3=O)cc2)CC1` gave Lipid storage S3 6.1% and Lipid storage S3 cell count max 1.4.
Screening Cc1ccc(-c2nc3ccccn3c2NCc2ccc3c(c2)OCO3)cc1 returned Lipid storage S3 -18.1% and Lipid storage S3 cell count max -11.3.
Cn1cnnc1SCCn1c(N2CCCCC2)nc2c1c(=O)[nH]c(=O)n2C was read as Lipid storage S3 inactive and Lipid storage S3 cell count max 22.6.
Screening O=C(CC1C(=O)NCCN1Cc1ccc(-c2ccccc2)cc1)NCC1CCOCC1 (stereo not given) returned Lipid storage S3 -9.5% and Lipid storage S3 cell count max 12.2.
Screening Nn1c(COc2cccc(Br)c2)nnc1SCC(=O)N1CCc2ccccc2C1 returned Lipid storage S3 inconclusive.
`CCn1c(SCc2ccc(Cl)cc2Cl)nc2nc3c(cc2c1=O)CCCC3` gave Lipid storage S3 inconclusive.
Screening Cc1ccc(C)c(Cn2nnc3c(=O)[nH]c(C4CCCN(C(=O)c5ccco5)C4)nc32)c1 (stereo not given) returned Lipid storage S3 inconclusive.
Screening O=[N+]([O-])c1nn(-c2ccc(Cl)cc2)n(O)c1=NCc1ccccc1Cl returned Lipid storage S3 -0.7%.
O=C(CSc1nnc(NC(=O)C2CC(=O)N(c3ccccc3)C2)s1)NCc1ccco1 (stereo not given) was read as Lipid storage S3 15.1% and Lipid storage S3 cell count max 23.1.
For CCCCN1CC(C(=O)NCc2ccc(C)cc2)CC1=O (stereo not given) the results were Lipid storage S3 inconclusive.
COC(=O)CN(c1ccc(C)cc1)S(=O)(=O)c1ccc(F)cc1 was read as Lipid storage S3 9.2% and Lipid storage S3 cell count max 8.2.
Screening CSCC[C@H](NC(=O)OC(C)(C)C)c1nnc(SCC(=O)N(C)C)o1 returned Lipid storage S3 -0.2%.
For CC(C)(C)NC(=O)CCN(/N=C/c1ccccc1)C1=NS(=O)(=O)c2ccccc21 the results were Lipid storage S3 -11.8% and Lipid storage S3 cell count max 7.3.
For O=C(O)C1C2CCC(O2)C1C(=O)Nc1ccc(F)c(Cl)c1 (stereo not given) the results were Lipid storage S3 -3.8% and Lipid storage S3 cell count max 10.4.
Screening O=C(CNS(=O)(=O)c1ccc(Br)s1)NCCc1ccc(Cl)cc1 returned Lipid storage S3 inconclusive.
Cc1ccsc1CN(C(=O)c1ccccc1)C1CCS(=O)(=O)C1 (stereo not given) was read as Lipid storage S3 15.3% and Lipid storage S3 cell count max 24.7.
Screening Cc1cccc(C(=O)OCC(=O)Nc2ccc(F)cc2)c1 returned Lipid storage S3 inactive and Lipid storage S3 cell count max 1.7.
O=C(Nc1c(-c2ccccc2)nc2ccccn12)c1cccc(F)c1 was read as Lipid storage S3 9.1% and Lipid storage S3 cell count max 7.6.
Screening Cc1nc2ncnn2c(C)c1Cc1ccccc1Cl returned Lipid storage S3 inconclusive.
`CCCCN(CC)C(=O)Cc1ccc(Br)cc1` gave Lipid storage S3 inconclusive.
COc1ccc2cc(CCNC(=O)c3ccc(S(=O)(=O)N4CCCC4)cc3)c(=O)[nH]c2c1 was read as Lipid storage S3 2.3% and Lipid storage S3 cell count max -13.9.
Screening CCCCC1(C)OC(=O)C(=Cc2ccc(N(CC)CC)cc2)C(=O)O1 (stereo not given) returned Lipid storage S3 -0.7% and Lipid storage S3 cell count max -3.2.
For Cc1nn(-c2nnc(C)c(=O)[nH]2)c(C)c1SCC(=O)Nc1ccc(F)cc1 the results were Lipid storage S3 inconclusive.
Cc1ncc(CO)c(CNc2ccc(Oc3ccccc3)cc2)c1O was read as Lipid storage S3 inconclusive.
`CC1(CCC(=O)N2CCCC(Nc3ccc(F)cc3)C2)CC1` (stereo not given) gave Lipid storage S3 -3.6% and Lipid storage S3 cell count max 2.8.
CCN(Cc1ccccc1)C(=O)C1CCN(Cc2sccc2C)CC1 was read as Lipid storage S3 inconclusive.
For O=C(O)c1cccc(Nc2nc(Nc3ccccc3)nc(N3CCCC3)n2)c1 the results were Lipid storage S3 inconclusive.
COc1ccc(CC(NC(C)=O)C(=O)NC2CCN(c3nnnn3-c3ccccc3)CC2)cc1 (stereo not given) was read as Lipid storage S3 12.2% and Lipid storage S3 cell count max -2.6.
`CCc1nnc(NS(=O)(=O)c2ccc(NC(=S)NC(=O)c3ccc(OC)c(OC)c3)cc2)s1` gave Lipid storage S3 inconclusive.
Screening COCC(=O)N(CCc1ccc(OC)cc1)Cc1nc2ccccc2c(=O)[nH]1 returned Lipid storage S3 inactive and Lipid storage S3 cell count max 1.0.
Screening COc1ccccc1-n1cc(-c2ccccc2)[nH]c1=S returned Lipid storage S3 inactive and Lipid storage S3 cell count max 26.0.
COc1ccc(N(CC(=O)Nc2c(C)n(C)n(-c3ccccc3)c2=O)S(=O)(=O)c2ccc(F)cc2)cc1 was read as Lipid storage S3 -7.9% and Lipid storage S3 cell count max -14.9.
For CC(C)(C)c1cc(OC(=O)c2ccccc2F)ccc1O the results were Lipid storage S3 inconclusive.
O=C1CC(C(=O)N2CCCc3ccccc32)CN1c1ccc(Cl)cc1 (stereo not given) was read as Lipid storage S3 inconclusive.
For CCOc1ccc(C(=O)CCCC(=O)c2ccc(OCC)cc2)cc1 the results were Lipid storage S3 inactive and Lipid storage S3 cell count max 13.2.
CC(C)CNC(=O)NC1(C(F)(F)F)Oc2ccccc2O1 was read as Lipid storage S3 inconclusive.
O=C(NCc1cccnc1)c1ccc2c(c1)C(=O)N(Cc1ccccc1)C2=O was read as Lipid storage S3 inconclusive.
O=C(Nc1ccc(Cl)c(Cl)c1)Nc1nnc(-c2ccncc2)s1 was read as Lipid storage S3 inconclusive.
Screening CCN(CC(=O)Nc1c(C(=O)OC)[nH]c2ccc(Cl)cc12)c1ccc2c(c1)OCO2 returned Lipid storage S3 7.0% and Lipid storage S3 cell count max -8.3.
`COc1ccc(Nc2cc(C(=O)NCCCN3CCOCC3)c3ccccc3n2)cc1` gave Lipid storage S3 inactive and Lipid storage S3 cell count max 12.4.
`O=C(Cc1c(F)cccc1Cl)Nc1cccc(S(=O)(=O)NC2=NCCCCC2)c1` gave Lipid storage S3 inconclusive.
Screening NC(=O)CSc1nnc(-c2ccc(S(=O)(=O)N3CCCCC3)cc2)n1-c1ccccc1 returned Lipid storage S3 inconclusive.
`CC(C)(C)NC(=O)C(c1ccncc1)N(Cc1ccc(F)cc1)C(=O)c1ccc(-c2ccccc2)[nH]1` (stereo not given) gave Lipid storage S3 3.4% and Lipid storage S3 cell count max -12.8.
C/C(=N\N(Cc1ccccc1)c1ccccc1)c1ccncc1 was read as Lipid storage S3 inconclusive.
Screening COc1ccc(NC(=O)c2cc(C)no2)cc1 returned Lipid storage S3 inconclusive.
Screening CCOC(=O)CCCCC(=O)c1[nH]c(=O)[nH]c1CSc1nc(C)cc(=O)[nH]1 returned Lipid storage S3 inconclusive.
Screening COc1ccc(S(=O)(=O)N2CCC(C(=O)NC3CCCCC3)CC2)cc1OC returned Lipid storage S3 inactive.

For convenience, some entries already given.
Screening CCN(CC(=O)Nc1c(C(=O)OC)[nH]c2ccc(Cl)cc12)c1ccc2c(c1)OCO2 returned Lipid storage S3 7.0% and Lipid storage S3 cell count max -8.3.
`COc1ccc(Nc2cc(C(=O)NCCCN3CCOCC3)c3ccccc3n2)cc1` gave Lipid storage S3 inactive and Lipid storage S3 cell count max 12.4.
`O=C(Cc1c(F)cccc1Cl)Nc1cccc(S(=O)(=O)NC2=NCCCCC2)c1` gave Lipid storage S3 inconclusive.
Screening NC(=O)CSc1nnc(-c2ccc(S(=O)(=O)N3CCCCC3)cc2)n1-c1ccccc1 returned Lipid storage S3 inconclusive.

(next part)
For COc1cc(OC)cc(-c2cc3ncccc3cn2)c1 the results were Lipid storage S3 inconclusive.
CC(=C/C(=O)O)/C=C/c1cccs1 was read as Lipid storage S3 inconclusive.
Screening N#Cc1ccccc1Sc1ccccc1C(=O)NCC(c1ccco1)N1CCCC1 (stereo not given) returned Lipid storage S3 23.7% and Lipid storage S3 cell count max 21.5.
`O=C(CCN1C(=O)/C(=C\c2ccccc2F)SC1=S)N1CCCCC1` gave Lipid storage S3 0.2% and Lipid storage S3 cell count max 13.6.
`Fc1cccc(/C=N/Nc2nc3ccccc3[nH]2)c1` gave Lipid storage S3 inconclusive.
For CCOc1ccc2c(c1)C(C)=CC(C)(C)N2 the results were Lipid storage S3 inconclusive.
For Cc1cccc(N(C(=O)Cn2nnc3ccccc32)C(C(=O)NCc2ccco2)c2ccncc2)c1 (stereo not given) the results were Lipid storage S3 inconclusive.
Screening CCN(CC)C(=O)c1ccccc1NS(=O)(=O)c1ccc(OC)c(C(=O)N2CCOCC2)c1 returned Lipid storage S3 inconclusive.
For COc1ccc(N2CCN(C(=O)Cn3ncc4c([nH]c5ccccc54)c3=O)CC2)cc1 the results were Lipid storage S3 inconclusive.
CCOC(=O)CC1C(=O)NCCN1C(=O)c1cccc(C(F)(F)F)c1 (stereo not given) was read as Lipid storage S3 inconclusive.
`O=C(O)c1ccc(-c2nc3scc(-c4ccccc4)c3c(=O)[nH]2)cc1` gave Lipid storage S3 inconclusive.
For COc1cccc2cc(C(=O)NCC3CCCO3)c(=O)oc12 (stereo not given) the results were Lipid storage S3 inconclusive.
CS(=O)(=O)c1ccc(-c2cccc(NC(=O)c3ccco3)c2)nn1 was read as Lipid storage S3 -11.4%[0.0737 µM] and Lipid storage S3 cell count max -2.0.

Screens as filed in PubChem.
